# phage Ecoli inh – E. coli growth loss with phage present; growth absorbance; AID 651602; inhibition, % at 11.9 µM; hit rate 0.26% among 360,000; in the data active = inhibition above about 11%
# PKA-R1A activ – activators of PKA-R1A complex. P00514+P68181. PKA-R1A dissociation, Cy5-IP20 fluorescence polarization; scaled: DMSO 0%, 113 µM cGMP 100%. activation, % at 11.4 µM. hit rate 0.083% among 340,000;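 active = percent activation above the mean of all tested compounds plus 3 SD, cut at about 19% in these data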;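 note: higher means more PKAc released from R1A so a rise in polarization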
# AddAB inh – less growth of phage-infected E. coli with AddAB. E. coli expressing H. pylori AddAB, absorbance growth. inhibition, % at 11.9 µM. hit rate 0.29% among 330,000. AID 435030; in the data active = inhibition above about 12%;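 note: 0% = vehicle wells of infected cells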
# E coli growth – bacterial growth inhibition, counter-screen for AddAB inhibitors | E. coli V3065 growth, OD600 absorbance, 18 h | inhibition, % at 11.9 µM | hit rate 0.27% among 330,000;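 active = inhibition above the campaign's mean inhibition across all tested compounds plus 3 SD, cut at about 9.9% in these data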;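 note: uninfected addAB+ strain grown without phage in ampicillin broth; 0% = DMSO wells and 100% = ciprofloxacin 0.95 µg/ml wells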
# HTR5A inv ctr – HTR5A inverse agonism, opioid heterodimer counter-screen. hit rate 0.083% among 340,000. P47898. AID 504634. HTR5A cell line, luminescence. inhibition, % at 9.3 µM; in the data active = inhibition mostly above about 23%, no sharp cut-off; inactive = mostly below about 18%;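 note: 0% = cells with DMSO and 100% = no-cell wells with DMSO; some compounds called inactive have numbers as strong as hits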
# MOR-DOR inv ag – inverse agonist of human OPRM1-OPRD1 heterodimerization | P35372+P41143 | cell-based MOR-DOR heterodimer luminescence, inverse agonism | inhibition, % at 9.3 µM | hit rate 0.21% among 340,000; in the data active = inhibition above about 22%, passing the limit was not always enough;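 note: 0% = cells with DMSO and 100% = wells without cells with DMSO; values of inactives mirror those of a sister screen read the other way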
# PfHsp90 set2 – reduces growth (ATP signal) of yeast expressing P. falciparum Hsp90 | AID 504621 | S. cerevisiae expressing PfHsp90, BacTiter-Glo ATP, 48 h; yeast lacking PDR1 and PDR3 efflux regulators | inhibition, % at 9.4 µM | hit rate 0.32% among 310,000;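 active = every replicate shows inhibition above about 80%, whatever the replicate mean, limit read from the data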;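 note: 0% = DMSO neutral controls and 100% = 20 µM radicicol positive controls; yeast relying on Plasmodium falciparum Hsp90 in place of its own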
# HTR5A ag ctr – HTR5A agonism, opioid heterodimer counter-screen; P47898; HTR5A agonist assay, luminescence, cell-based; hit rate 0.61% among 340,000; AID 504692; activation, % at 9.3 µM; in the data active = activation mostly above about 9.5%, no sharp cut-off; inactive = mostly below about 7.6%;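 note: 0% = cells with vehicle only and 100% = reference agonist; strong numbers were not always called active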
# SUMO Mot1 rescue – SUMOylation pathway inhibition by Mot1-301 growth rescue. growth rescue, % at 18.8 µM. hit rate 1% among 320,000. S. cerevisiae Mot1-301 growth rescue, ATP luminescence, 38.5C; percent above DMSO median, 100 means doubled. AID 2716;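 active = every valid replicate shows activation above 250% relative to neutral control wells; inactive = the rest, any valid replicate at or below 250%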;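 note: OY570 slx delta 5 strain wells were the positive control but not used for scaling; some compounds called inactive have numbers as strong as hits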
# Pemphigus Ab inh – human desmoglein-3 autoantibody binding inhibition | P32926 | DSG3-coupled beads, scFv-anti-DSG3-GFP binding, flow cytometry; stronger effect = lower value | binding (percent of control), % at 10 µM | hit rate 0.48% among 310,000 | AID 588358;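 active = binding more than 3 SD below its plate's average and above zero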;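 note: hits lower antibody fragment binding to DSG3; some compounds called inactive have numbers as strong as hits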
# Target sequence (P32926 whole entry, looked up, the tested form may be a part): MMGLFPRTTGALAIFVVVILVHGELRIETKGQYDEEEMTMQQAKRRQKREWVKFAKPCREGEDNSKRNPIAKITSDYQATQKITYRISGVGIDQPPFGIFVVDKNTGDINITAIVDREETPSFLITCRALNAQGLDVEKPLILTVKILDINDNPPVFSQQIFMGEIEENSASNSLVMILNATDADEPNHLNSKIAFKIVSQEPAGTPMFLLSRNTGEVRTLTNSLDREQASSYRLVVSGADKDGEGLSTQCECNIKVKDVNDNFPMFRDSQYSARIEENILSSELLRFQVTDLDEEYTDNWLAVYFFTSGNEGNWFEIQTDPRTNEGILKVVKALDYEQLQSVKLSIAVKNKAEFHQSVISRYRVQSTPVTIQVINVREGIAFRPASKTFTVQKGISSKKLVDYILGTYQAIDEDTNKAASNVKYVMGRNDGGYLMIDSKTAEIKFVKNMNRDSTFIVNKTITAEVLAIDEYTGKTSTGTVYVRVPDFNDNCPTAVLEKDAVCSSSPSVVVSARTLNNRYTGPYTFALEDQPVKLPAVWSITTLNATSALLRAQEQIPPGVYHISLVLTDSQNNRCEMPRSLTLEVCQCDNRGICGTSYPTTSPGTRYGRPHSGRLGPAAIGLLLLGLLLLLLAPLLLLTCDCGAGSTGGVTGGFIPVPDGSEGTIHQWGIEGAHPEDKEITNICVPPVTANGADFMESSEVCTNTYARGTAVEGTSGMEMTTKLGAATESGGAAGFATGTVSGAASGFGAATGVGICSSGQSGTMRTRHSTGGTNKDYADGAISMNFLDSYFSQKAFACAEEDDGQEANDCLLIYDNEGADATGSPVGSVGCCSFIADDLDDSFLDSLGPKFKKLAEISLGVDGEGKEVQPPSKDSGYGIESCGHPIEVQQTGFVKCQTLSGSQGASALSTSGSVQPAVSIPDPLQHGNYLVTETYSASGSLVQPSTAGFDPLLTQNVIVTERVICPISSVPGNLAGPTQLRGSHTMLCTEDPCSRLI
# MOR-DOR ag – OPRM1-OPRD1 heterodimerization agonism. activation, % at 9.3 µM. cells, luminescence. P35372+P41143. hit rate 0.3% among 340,000; in the data active = activation above about 18%;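 note: 0% = vehicle-treated cells and 100% = reference agonist; values of inactives mirror those of a sister screen read the other way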
# Active calls of the source: *; x = not tested or not shown.
Molecule	phage Ecoli inh	PKA-R1A activ	AddAB inh	E coli growth	HTR5A inv ctr	MOR-DOR inv ag	PfHsp90 set2	HTR5A ag ctr	SUMO Mot1 rescue	Pemphigus Ab inh	MOR-DOR ag
Cc1ccc(C(=O)NCCc2nnc3ccc(SCC(=O)Nc4c(C)cc(C)cc4C)nn23)cc1	1.2	-2	-3.1	-2.1	9	19	3	-4	-1	98	-3.7
CCCCN1C(=O)C(=O)NC[C@@H]1CCCCN	1.2	-6	0.1	-3.3	-3	15	24	4	-3	107	-2.6
CCSc1nc(O)cc(=O)n1-c1ccc(OC)cc1	3.4	7	0.8	-1.8	28	5	4	6	-17	97	-0.9
CC(=O)c1ccc(NC(=O)c2cc(=O)[nH]c3ccccc23)cc1	1.3	-4	3.2	-2.8	-2	7	-7	5	210	98	-1.4
CCC(Sc1nc2c(c(=O)[nH]1)CCC2)C(=O)Nc1cccc(OC)c1 (stereo unspecified)	0.3	7	-1.7	-2.4	-22	8	-3	1	1	104	-1.4
COc1ccc(CCNC(=O)[C@@H](NC(=O)N2CCn3c2nc2ccccc23)C(C)C)cc1OC	0.5	-2	-2.1	0.6	x	x	-8	x	-4	91	x
O=C(O)CCC(=O)N1N=C(c2ccc(Br)cc2)CC1c1cccs1 (stereo unspecified)	5.0	-1	1.4	0.9	9	9	-5	-3	2	101	-1.5
CC(C)C[C@@H](CO)N1CCN(CC(C)C)CCC1=O	0.9	2	3.7	0.5	-14	20	3	5	-8	102	-3.6
CCc1ccccc1NC(=O)Nc1c(C)n(C)n(-c2ccccc2)c1=O	0.5	-9	0.1	-0.2	2	16	-1	1	3	x	-3.0
COc1ccc(CCn2c(NCc3ccco3)nc3c2c(=O)[nH]c(=O)n3C)cc1	1.1	4	1.9	1.3	4	-32	-12	2	-6	94	5.5
CCN(CC(=O)NC1CCS(=O)(=O)C1)S(=O)(=O)c1ccccc1Cl (stereo unspecified)	2.6	-4	0.3	1.3	-2	17	-3	1	-9	103	-3.3
CCCn1c(SCC(=O)Nc2ccc3c(c2)OCO3)n[nH]c1=O	3.2	4	-1.4	-0.8	-26	8	-10	7	-9	92	-1.5
CC(CC(=O)NCCc1ccc(F)cc1)c1ccccc1 (stereo unspecified)	1.5	0	0.8	-1.0	5	18	-19	-2	37	117	-3.6
COc1ccc(Cl)cc1NC(=O)CN(C)C(=O)c1ccc(-n2cncn2)cc1	1.9	-5	0.2	2.2	-12	12	-17	3	50	x	-2.4
Cc1ccc(C)c(N(CC(=O)NN=C2CCCCCCC2)S(C)(=O)=O)c1	2.7	-13	2.7	-0.5	-22	5	-1	0	-2	x	-1.2
CCN=C1SC(CC(=O)Nc2ccc(C(F)(F)F)cc2)C(=O)N1CC (stereo unspecified)	2.0	-5	3.4	0.7	1	-45	23	0	98	98	8.0
COc1ccccc1NC(=S)NNC(=O)c1ccc(O)cc1	0.3	-1	1.2	-0.4	3	15	18	-1	10	97	-2.8
CC(C)c1cc(C(=O)N/N=C/c2c[nH]c3ccccc23)n[nH]1	1.9	-4	2.4	0.3	-7	12	2	0	-27	110	-2.3
COC(=O)NCc1ccc(CNC(=O)OC)cc1	3.0	4	-0.1	1.4	21	1	10	-7	1	104	-0.2
CCCOc1ccc(CN(CCO)CCO)cc1C(=O)OC	4.7	1	3.9	-0.2	14	8	2	3	7	100	-1.5
CCC1C(c2ccccc2)=CCC(C(=O)O)C1C (stereo unspecified)	1.5	-3	x	x	-10	3	x	3	x	95	-0.5
CCN(CC)c1ccc(/C=N/Nc2ccc(C)cc2)c(O)c1	1.9	6	-2.4	-3.5	-29	-14	-4	3	28	132	2.5
CC(C)(C)CC(=O)Nc1cccc2c1CCCC2	-0.6	-5	0.5	-1.4	1	10	28	0	-3	98	-1.9
O=C(OCC(=O)N1CCc2ccccc2C1)c1ccc(Cl)c([N+](=O)[O-])c1	2.3	-17	2.2	-0.2	10	10	x	0	0	99	-2.4
O=C(CCn1c(=O)[nH]c2ccccc2c1=O)N1CCN(c2ccc(Cl)cc2)CC1	0.8	-9	2.6	2.3	10	9	x	-4	-2	x	-1.6
CCn1c(CSc2ncccn2)nnc1SCC(=O)N1c2ccccc2CC1C (stereo unspecified)	4.7	-1	0.5	-0.7	0	-3	-18	1	-17	103	0.6
COc1ccc(-c2cc(C(=O)Nc3c(Cl)cc(Cl)cc3Cl)c3ccccc3n2)cc1OC	4.8	-7	0.3	0.9	17	7	-22	7	289	86	-1.3
COCCCN1C(=O)C(=O)/C(=C(/O)c2ccc(C)cc2)C1c1ccccc1 (stereo unspecified)	-1.5	-2	-1.1	1.8	13	-4	8	-5	-14	99	0.7
CCNC(=S)N/N=C(\C)c1cccc(OC)c1	0.9	-2	2.0	0.1	12	15	7	1	5	98	-3.0
COC(=O)C1=CN(Cc2ccc(OC)c(OC)c2)C=C(C(=O)OC)C1c1cccc(OC)c1OC	1.5	0	-1.5	0.5	6	15	-7	-2	0	100	-3.1
Cc1cccc(NC(=O)NCCc2ccc(Cl)cc2)c1	4.0	5	0.5	0.0	-4	-22	10	2	13	100	4.1
O=C(CCC(=O)c1ccc(F)cc1)OC1CCOC1=O (stereo unspecified)	-1.2	0	4.9	-0.2	-19	-9	20	4	-9	115	2.1
COc1cccc(N/C(SCc2cccc([N+](=O)[O-])c2)=C(/C#N)C(=O)NCc2cccs2)c1	2.3	-1	3.4	0.3	11	2	-5	-3	-39	120	-0.4
O=[N+]([O-])c1cccc(/C=N/Nc2nccnc2Cl)c1	-1.6	-14	0.7	-1.7	-19	5	x	-1	-1	93	-0.8
Cc1cc(C)n(C(=O)c2ccc(NC(=O)C3COc4ccccc4O3)cc2)n1 (stereo unspecified)	2.0	-16	4.2	0.4	-9	-13	-3	0	-4	114	3.2
COC(=O)C1CCN(C(=O)Cc2ccc(Br)cc2)CC1	0.5	2	3.4	-2.8	14	4	x	5	54	111	-0.6
CCCN1CN(Cc2ccccc2)CNC1=S	3.2	-1	-4.3	1.3	-25	15	10	2	-3	128	-2.9
O=C(CCN1CCCO1)NC1CCCc2c1cnn2-c1ccccc1F (stereo unspecified)	0.3	4	5.1	2.3	-3	13	4	6	-5	109	-2.4
O=C(NC1CC(=O)N(c2ccccc2)C1)N1CCN(C(=O)c2ccco2)CC1 (stereo unspecified)	5.8	2	-0.3	0.7	15	4	0	-6	259	106	-0.7
S=C(Nc1ccccc1)N1CCOCCOCCN(C(=S)Nc2ccccc2)CCOCCOCC1	-1.1	3	-0.7	2.3	-11	-5	7	10	-10	113	1.1
Cc1cc(C(C)(C)C)cc(C)c1C[n+]1ccc2ccccc2c1	1.8	6	0.2	3.7	-13	10	8	4	1	235	-2.1
O=C(Nc1ccc(Cl)cc1)C1CCCN(S(=O)(=O)c2cnc[nH]2)C1 (stereo unspecified)	2.4	-11	4.3	-0.8	-10	15	-1	3	-15	107	-2.9
CC(C)C(=O)NC(Nc1ccccc1F)C(Cl)(Cl)Cl (stereo unspecified)	2.0	-5	0.7	0.0	-12	1	x	-2	3	99	-0.1
O=C(NCc1ccccn1)c1ccc2c(=O)n3nc(Nc4ccccc4)sc3nc2c1	2.1	0	3.4	-2.6	-4	15	-17	1	8	113	-3.0
O=C(Oc1ccccc1)c1cc2ccccc2o1	2.5	-1	3.0	2.8	-3	-53	8	1	x	100	9.4
CN(C)C(=O)CCc1ccc2c3c([nH]c2c1)[C@]1(C)[C@@H](C(=O)N2CCOCC2)C[C@H](CC(=O)NCc2cccc(C(F)(F)F)c2)C(=O)N1CC3	2.4	2	-1.5	-1.6	8	6	-28	-2	x	99	-1.2
Nc1c(N(Cc2ccco2)C(=O)c2ccc(Br)cc2)c(=O)[nH]c(=O)n1Cc1ccccc1	2.4	-8	1.9	-1.0	-15	14	16	6	x	107	-3.4
CCOC(=O)N1CCN(CCC(=O)Nc2ccc(C)c(Br)c2)CC1	1.3	6	4.7	-2.9	13	11	-3	-5	-7	x	-2.7
COc1ccc(NC(=O)Nc2cccc3ccccc23)cc1S(N)(=O)=O	4.7	1	1.1	2.7	-8	6	2	-1	-2	97	-0.9
COc1ccc(NC(=O)CN2C(=O)C(C)Oc3ccccc32)c(OC)c1 (stereo unspecified)	3.0	5	0.4	0.2	2	18	1	-1	-17	95	-3.3

# Overlap with the part before: 3 compounds, then new ones.
Molecule	phage Ecoli inh	PKA-R1A activ	AddAB inh	E coli growth	HTR5A inv ctr	MOR-DOR inv ag	PfHsp90 set2	HTR5A ag ctr	SUMO Mot1 rescue	Pemphigus Ab inh	MOR-DOR ag
CCOC(=O)N1CCN(CCC(=O)Nc2ccc(C)c(Br)c2)CC1	1.3	6	4.7	-2.9	13	11	-3	-5	-7	x	-2.7
COc1ccc(NC(=O)Nc2cccc3ccccc23)cc1S(N)(=O)=O	4.7	1	1.1	2.7	-8	6	2	-1	-2	97	-0.9
COc1ccc(NC(=O)CN2C(=O)C(C)Oc3ccccc32)c(OC)c1 (stereo unspecified)	3.0	5	0.4	0.2	2	18	1	-1	-17	95	-3.3
O=C(NCc1ccc(-c2nc3ccccc3s2)cc1)c1ccco1	5.0	-14	4.6	0.5	4	14	-10	3	4	83	-2.7
Cc1ccc(C)c(OCCC(=O)OCC(=O)NCCc2ccc(S(N)(=O)=O)cc2)c1	0.2	2	0.2	2.9	2	6	-50	2	-14	104	-0.9
CCOc1ccc2[nH]c(=O)c(CN(CC3COCCO3)C(=O)c3ccc(C)cc3)cc2c1 (stereo unspecified)	1.5	0	-1.4	-2.4	-3	7	13	1	-10	102	-1.4
O=C(Nc1ccc(Sc2ccc(Br)cc2)cc1)c1ccco1	0.6	-6	-0.8	0.1	-3	-8	2	1	4	90	1.4
COC(=O)COc1ccc2c(c1)O/C(=C\c1cccc([N+](=O)[O-])c1)C2=O	-1.2	3	-2.1	-0.1	-5	6	8	1	11	104	-1.1
Cc1cccc(NC(=O)CS(=O)(=O)c2c[nH]c3ccccc23)c1C	-0.1	-5	1.2	-1.6	-12	4	-14	12	-13	x	-0.6
Clc1ccc(-c2nnc(-c3ccco3)o2)cc1	0.9	0	1.8	-2.5	-5	15	4	0	27	121	-2.5
CCn1c(C(=O)N2CCCC(C(=O)O)C2)cc2sccc21 (stereo unspecified)	2.6	6	-0.4	1.4	4	2	-7	1	2	108	-0.3
O=[N+]([O-])c1cccc(C(=Nc2ccc(Cl)cc2)NO)c1	0.0	2	-0.3	-0.2	0	-40	1	0	-5	x	7.9
Cc1ccccc1S(=O)Cc1ccc(C(=O)NC2CC2)o1 (stereo unspecified)	1.6	-2	3.9	-1.2	-15	10	10	-4	-20	103	-2.1
O=C1CN(C(=O)CSc2nncs2)c2ccccc2N1	0.3	10	1.0	1.6	-29	11	-4	-9	58	101	-2.1
